HTR5A ag = counter-screen for OPRM1-OPRD1 agonists: human HTR5A agonism | HTR5A agonist assay, luminescence, cell-based | activation, % at 9.3 µM | hit rate 0.61% among 340,000 | AID 504692; in the data active = activation mostly above about 9.5%, no sharp cut-off; inactive = mostly below about 7.6%;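 note: 0% = cells with vehicle only and 100% = reference agonist; strong numbers were not always called active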
Target sequence (P47898 whole entry, looked up): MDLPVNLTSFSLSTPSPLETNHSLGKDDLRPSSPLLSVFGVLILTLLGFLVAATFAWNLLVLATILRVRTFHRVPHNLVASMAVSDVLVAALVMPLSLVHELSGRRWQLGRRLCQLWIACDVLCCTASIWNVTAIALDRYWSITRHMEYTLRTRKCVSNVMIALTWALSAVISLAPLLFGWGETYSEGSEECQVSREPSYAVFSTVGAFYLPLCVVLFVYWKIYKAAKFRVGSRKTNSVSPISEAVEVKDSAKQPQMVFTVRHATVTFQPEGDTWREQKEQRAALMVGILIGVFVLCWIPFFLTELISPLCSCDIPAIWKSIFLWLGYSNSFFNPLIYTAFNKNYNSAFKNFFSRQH
HTR5A inv ctr = inverse agonist of human HTR5A in OPRM1-OPRD1 counter-screen; HTR5A cell line, luminescence, inverse agonism; inhibition, % at 9.3 µM; P47898; hit rate 0.083% among 340,000; in the data active = inhibition mostly above about 23%, no sharp cut-off; inactive = mostly below about 18%;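 note: 0% = cells with DMSO and 100% = no-cell wells with DMSO; some compounds called inactive have numbers as strong as hits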
MITF act = MITF TRPM1 promoter activation in melanoma cells | SK-MEL-5 TRPM1-promoter luciferase, 24 h; % of positive control, neutral wells = 0 | activation, % at 12.5 µM | hit rate 0.75% among 300,000 | AID 588334;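 active = mean activation of at least 80% with every replicate also reaching 80%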;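 note: 0% = neutral control wells and 100% = parthenolide positive control wells; values of inactives mirror those of a sister screen read the other way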
SR-BI HDL uptake = mouse SR-BI HDL lipid transfer inhibition; ldlA[mSR-BI] CHO cells, DiI-HDL uptake fluorescence, 3 h; inhibition, % at 12.5 µM; hit rate 0.96% among 320,000;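 active = mean replicate inhibition of at least 70% and a set share of replicates each scoring 70 or more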;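 note: 0% = median of neutral control wells and 100% = median of positive control wells; values of inactives mirror those of a sister screen read the other way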
CDK5 inh = inhibitors of human CDK5/p35 kinase; Q00535+Q15078; Recombinant CDK5/p35, ADP-Glo luminescence, 60 min; inhibition, % at 10 µM; hit rate 0.01% among 330,000; AID 488839;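 active = highest replicate inhibition of at least 50% and at least 75% of replicates reaching 50%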;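 note: plate controls were DMSO neutral control for no effect and GW8510 at 10 µM for full effect; many of its hits are not listed in these tables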
Target sequence (Q00535 whole entry, looked up): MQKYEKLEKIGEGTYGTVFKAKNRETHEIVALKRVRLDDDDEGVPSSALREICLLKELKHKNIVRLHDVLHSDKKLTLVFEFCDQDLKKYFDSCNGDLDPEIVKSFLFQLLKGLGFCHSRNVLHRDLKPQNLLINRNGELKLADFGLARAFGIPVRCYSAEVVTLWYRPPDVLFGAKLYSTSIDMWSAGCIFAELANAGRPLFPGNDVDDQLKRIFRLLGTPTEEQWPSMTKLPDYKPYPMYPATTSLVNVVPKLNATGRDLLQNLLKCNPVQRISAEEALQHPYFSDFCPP
Target sequence (Q15078 whole entry, looked up): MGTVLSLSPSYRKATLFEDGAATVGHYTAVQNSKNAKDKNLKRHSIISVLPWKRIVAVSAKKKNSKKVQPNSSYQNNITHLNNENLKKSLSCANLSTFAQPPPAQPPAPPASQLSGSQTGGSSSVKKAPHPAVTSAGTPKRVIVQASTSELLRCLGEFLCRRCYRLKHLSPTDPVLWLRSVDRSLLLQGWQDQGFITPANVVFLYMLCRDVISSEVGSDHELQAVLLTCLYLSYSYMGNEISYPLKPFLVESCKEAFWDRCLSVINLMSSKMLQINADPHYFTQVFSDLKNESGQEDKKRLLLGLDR
PvdQ inh = P. aeruginosa PvdQ acylase inhibition; hit rate 0.063% among 340,000; inhibition, % at 10 µM; purified PvdQ acylase, fluorescence plate reader; AID 488965; in the data active = inhibition above about 30%, passing the limit was not always enough;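 note: 0% = vehicle neutral wells and 100% = reference inhibitor wells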
NSD2 inh = NSD2 (human) methyltransferase inhibition | NSD2 peptide methylation, AlphaScreen, 120 min | inhibition, % at 12.5 µM | hit rate 0.54% among 310,000 | AID 743445; in the data active = inhibition above about 50%
V-ATPase pHluor = alters yeast V-ATPase proton transport; S. cerevisiae, pHLuorin cytosolic pH fluorescence; response, % at 10 µM; hit rate 0.37% among 350,000; in the data active = response mostly above about 7.3%, no sharp cut-off; inactive = mostly below about 5.4%; note: actives read high; inactives centre near 0; some compounds called inactive have numbers as strong as hits; reference of the scale not given here
dFosB activator = activators of mouse delta FosB homodimer. P13346. purified delta FosB, TAMRA-CDK5 oligo fluorescence polarization; percent of positive-control signal above neutral wells. activation, % at 25 µM. hit rate 0.99% among 340,000. AID 493131;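 active = mean activation above about 17%, with every replicate also reaching it, limit read from the data, passing the limit was not always enough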;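 note: fluorescence polarization rise as delta FosB binds a TAMRA Cdk5 AP-1 oligo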
Wnt bcat act = activates Wnt/beta-catenin signaling in a reporter cell assay; activator, plate reader; activation, % at 9.35 µM; hit rate 1.2% among 300,000; AID 743398; in the data active = activation above about 30%, passing the limit was not always enough;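 note: 0% = neutral control wells and 100% = positive control wells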
* hit, by the source's call; / = no result given; & = joins results of further samples.

SMILES	HTR5A ag	HTR5A inv ctr	MITF act	SR-BI HDL uptake	CDK5 inh	PvdQ inh	NSD2 inh	V-ATPase pHluor	dFosB activator	Wnt bcat act
COc1cccc(C(=O)C2CCCN(Cc3ccon3)C2)c1 (stereo not given)	4	-11	-5	-3	0.1	-10	-2	-3	3	1
CN1C(=O)C(=Cc2sc(=O)n(-c3ccccc3)c2N(C)C)C(=O)N(C)C1=O	-1	-4	/	3	2.0	-17	6	0	11	0
Cc1cccc(-n2c(O)c(C=NCCN3CCCCC3)c(=O)[nH]c2=O)c1	5	-13	-3	-15	-0.2	4	-2	-3	-4	3
CC(=Nc1ccccc1N)c1c(O)n(C)c(=O)[nH]c1=O	6	-13	-6	-4	0.7	0	-4	-2	-9	20
Cc1nc2cc(F)ccc2n1C1CCN(Cc2nnnn2CCc2ccccc2)CC1	/	/	/	15	-0.3	-2	33	-4	-2	-2
Fc1ccccc1CNCCc1ccc2c(c1)OCO2	1	-4	/	-6	1.1	-8	22	0	-11	1
CCC1C(c2cc(OC)c(OC)c(OC)c2)c2cc3c(cc2OC1N1CCCC1)OCO3 (stereo not given)	5	-20	-12	6	0.9	-15	3	0	-10	-15
CCN1C(=O)C(=Cc2ccc(N3CCOCC3)o2)C(=O)N(CC)C1=S	6	8	/	-3	0.4	-16	2	-2	-10	-1
COC(=O)c1cncn1C(C)c1ccccc1 (stereo not given)	2	5	/	6	1.1	-8	-4	1	-2	/
CCC(=O)Nc1cc(C(=O)N2CCC3(CC2)OCCO3)ccc1S(=O)(=O)c1ccc(C)cc1	-3	-15	0	-11	1.6	-11	-3	-1	1	/
Cc1ccc(NC(=O)c2snnc2C)cc1Cl	4	8	9	-2	-1.6	9	-2	1	0	6
O=c1[nH]c(=S)n(-c2ccccc2)c(O)c1/C=N/N1CCOCC1	-1	2	-8	-21	-8.3	-11	-2	6	-4	4
CC(=O)c1c(C)[nH]c(C(=O)N2CCC3(CC2)OCCO3)c1C	-4	-9	-19	-2	1.7	13	-5	-1	3	0
COc1ccccc1N1CCN(Cc2ccc(Br)cc2)CC1	4	-15	/	3	-0.5	-4	6	1	-11	-3
O=C(CF)NC(NC(=S)Nc1cccc([N+](=O)[O-])c1)C(Cl)(Cl)Cl (stereo not given)	-3	8	2	33	2.2	0	10	3	-10	-3
CNC(=O)Oc1cccc(-c2cn3cc(OC(=O)NC)ccc3n2)c1	-2	-4	42	11	0.3	1	10	3	-8	1
CNC(C)(C)Cc1ccccc1	1	-5	-1	-9	1.4	-8	/	-2	-4	3
CCN(CC)S(=O)(=O)c1cc(NC(=O)C(C)N2CC=C(c3ccccc3)CC2)ccc1C (stereo not given)	1	12	-5	4	0.6	-6	-1	-4	-7	-1
COc1ccc(CNCCc2ccc3c(c2)OCO3)c(OC)c1OC	5	-18	-1	-7	0.7	5	11	-2	-8	13
CN1/C(=C\C=C2C(=O)NC(=O)NC2=O)C(C)(C)c2ccccc21	0	18	9	-15	-0.3	3	38	-5	-2	-5
Cc1cc(OCC(=O)OC(C)(C)C)c2c3c(c(=O)oc2c1)CCC3	8	-22	/	40	-0.9	2	-2	-4	-8	1
CCN(CC)CCCOC(=O)C(OC(C)C)(c1ccccc1)c1ccccc1	0	0	12	2	-4.1	0	7	-1	-17	-4
CCOc1ccc(N2C(=O)NC(=O)/C(=C\c3cc(OC)c(OC)cc3[N+](=O)[O-])C2=O)cc1	3	-14	-7	21	0.9	12	/	0	-12	1
COC(=O)C(O)(c1cn(C)c2ccccc12)C(F)(F)F (stereo not given)	1	-2	0	-12	0.2	-6	-1	-3	-4	/
CC(=O)N1N=C(c2c(O)n(C)c(=O)n(C)c2=O)CC1c1ccccc1 (stereo not given)	4	-2	-14	4	0.6	-16	11	0	1	-2
(cont.)
SMILES	HTR5A ag	HTR5A inv ctr	MITF act	SR-BI HDL uptake	CDK5 inh	PvdQ inh	NSD2 inh	V-ATPase pHluor	dFosB activator	Wnt bcat act
Cc1cccc(C(O)(C(=O)NNC(=O)CN2CCN(C)CC2)c2cccc(C)c2)c1	1	-6	-3	-15	/	-11	20	-4	-3	0
CSc1ccc(CN2CCN(Cc3ccccc3Cl)CC2)cc1	0	-1	15	-2	0.3	-5	14	0	-4	2
Cc1ccccc1-n1c(-c2ccc([N+](=O)[O-])cc2)nc2ccccc2c1=O	-1	7	15	31	-1.9	-10	4	0	-13	-4
O=C(Cc1ccccc1)N1CCN(Cc2ccccn2)CC1	-3	-15	-3	1	-0.8	-11	1	4	5	-3
CCOc1ccc(-n2c(-c3cccs3)nc3ccccc3c2=O)cc1	-5	12	2	44	2.1	-6	-4	-2	5	2
O=C1NC(=O)C2(Cc3ccccc3N3CCCC32)C(=O)N1c1cccc(Cl)c1 (stereo not given)	-4	11	-3	-3	-3.4	-14	7	0	-2	-4
CSc1nc(N2CCN(C)CC2)c2ccccc2n1	0	-12	1	18	-0.7	-5	6	-1	0	8
O=C1NC(=O)C(CCc2ccncc2)(CCc2ccccn2)C(=O)N1c1ccc(Br)cc1 (stereo not given)	-1	4	-13	-3	0.3	-14	-1	1	-5	/
O=c1[nH]c(=O)n(-c2cccc3ccccc23)c(O)c1/C=N/N1CCCCC1	0	0	-4	-26	0.7	6	-2	1	-4	-1
CCOc1ccccc1Oc1coc2cc(OC(=O)N(C)C)ccc2c1=O	0	1	20	27	-8.6	-6	-3	6	3	14
CCOC(=O)c1ccc(N=Cc2c(O)n(-c3ccc(OC)cc3)c(=S)[nH]c2=O)cc1	-3	19	2	-16	0.0	1	2	-2	-25	2
NCCc1c[nH]c2ccccc12	50*	-7	-12	0	-2.1	-13	/	-1	-5	-1
COc1ccc(-c2nc3ccccc3c(=O)n2-c2ccc(OC)cc2)cc1	5	-13	6	-1	-0.1	-18	2	0	-13	0
Cc1ccc(CCN2CC(C(=O)N3CCC4(CC3)OCCO4)CC2=O)cc1 (stereo not given)	-1	2	-6	-7	0.6	-6	-4	2	2	/
CCCCn1c(O)c(/C(CC)=N/N2CCCCC2c2cccnc2)c(=O)[nH]c1=S (stereo not given)	8	-5	-1	-23	2.2	10	2	-2	-3	-2
COCc1cc(OC(=O)N(C)C)nc2c1c(C)nn2C	2	-7	/	-6	0.0	-7	-1	3	0	4
CCN1CCN(Cc2ccc(OC(F)(F)F)cc2)CC1	-1	-17	-3	-3	0.8	-5	6	2	-3	/
CCOc1ccc([N+](=O)[O-])cc1CNCCc1ccccc1	2	-14	2	0	-0.8	-6	1	0	-11	0
Cc1ccc2[nH]c3c(c2c1)CN(C(=O)CN1C[C@H]2C[C@@H](C1)c1cccc(=O)n1C2)CC3	-3	-8	2	-17	-1.7	-6	/	-2	-9	-3
c1cc2c(cc1[C@H]1OC[C@H]3[C@@H]1CO[C@H]3c1ccc3c(c1)OCO3)OCO2	1	-4	12	-4	-6.2	-11	/	-5	-7	6
Cn1cnnc1Sc1cc(N2CCNCC2)ccc1[N+](=O)[O-]	7	-17	3	14	-2.2	-6	1	8	-5	0
CC(C)C1(C)N=C(c2nc3ccccc3cc2C(=O)O)NC1=O (stereo not given)	0	22	-2	2	-0.5	-4	-1	-1	0	/
O=C1NC(=O)N(c2ccc(F)cc2)C(=O)/C1=C/c1ccc2c(c1)CCCN2Cc1ccccc1	-4	13	-18	2	3.5	-16	17	1	-11	/
N#Cc1cc2c(nc1SCC(=O)Nc1cc(Cl)ccc1Cl)C1CCN2CC1	0	-1	-5	-2	0.9	-18	-4	-5	-12	22
O=c1c2ccccc2nc(Cc2ccccc2)n1-c1ccccc1O	-3	7	-9	14	0.4	-12	8	-1	2	0

Compounds from the list above with a Cl atom, in the order listed:
SMILES	HTR5A ag	HTR5A inv ctr	MITF act	SR-BI HDL uptake	CDK5 inh	PvdQ inh	NSD2 inh	V-ATPase pHluor	dFosB activator	Wnt bcat act
Cc1ccc(NC(=O)c2snnc2C)cc1Cl	4	8	9	-2	-1.6	9	-2	1	0	6
O=C(CF)NC(NC(=S)Nc1cccc([N+](=O)[O-])c1)C(Cl)(Cl)Cl (stereo not given)	-3	8	2	33	2.2	0	10	3	-10	-3
CSc1ccc(CN2CCN(Cc3ccccc3Cl)CC2)cc1	0	-1	15	-2	0.3	-5	14	0	-4	2
O=C1NC(=O)C2(Cc3ccccc3N3CCCC32)C(=O)N1c1cccc(Cl)c1 (stereo not given)	-4	11	-3	-3	-3.4	-14	7	0	-2	-4
N#Cc1cc2c(nc1SCC(=O)Nc1cc(Cl)ccc1Cl)C1CCN2CC1	0	-1	-5	-2	0.9	-18	-4	-5	-12	22

Continuation.
SMILES	HTR5A ag	HTR5A inv ctr	MITF act	SR-BI HDL uptake	CDK5 inh	PvdQ inh	NSD2 inh	V-ATPase pHluor	dFosB activator	Wnt bcat act
O=C(Nc1ccc2ccccc2c1)c1nn(C23CC4CC(CC(C4)C2)C3)cc1Br	-4	10	-13	45	3.3	-6	7	-1	-3	/
CN(C)C(=O)O/N=C(\N)COc1ccc(C(C)(C)C)cc1	29*	1	/	-68	2.6	-10	-2	3	0	2
CCCC1COC(Cn2cncn2)(c2ccc(Cl)cc2Cl)O1 (stereo not given)	-3	-7	-11	3	/	-1	1	-56	-2	-7
CN1CN(c2cccc([N+](=O)[O-])c2)CN=C1N[N+](=O)[O-]	-5	11	-8	-19	4.8	9	-2	-2	-10	-2
Cc1nc2cc(-c3cccc(F)c3)nn2c(C)c1CCC(=O)N1CCC2(CC1)OCCO2	0	-2	/	-3	-2.8	6	4	0	-12	-3
CC1(C)C(C(=O)NN2C(=O)c3ccccc3C2=O)C1(C)C	-2	5	2	-27	-3.6	-2	-1	-3	1	/
CN1CCN(c2cccc3c2C(=O)c2ccccc2C3=O)CC1	-5	14	3	15	2.9	-8	30	2	14	-2
COc1cc(C2c3cc4c(cc3CC3COC(=O)C32)OCO4)cc(OC)c1OC (stereo not given)	2	15	/	18	2.5	6	/	-3	5	-20
O=c1[nH]c(=S)[nH]c(O)c1N=Nc1ccc(SC(F)F)cc1	4	-10	17	-10	1.4	-6	2	5	0	29
COC(=O)c1cc2c(s1)=NC=NP=2(N1CCOCC1)N1CCOCC1	1&1	-4&-3	1&-3	-10&-29	-1.1&1.2	-8&12	-3&-4	2&-3	3&-7	-3
CCCCN=C[C@]12CCC(O)CC1(O)CCC1[C@@H]2CC[C@]2(C)[C@H](C3C=CC(=O)O3)CCC12O (stereo not given in full)	31*	-123	-78	4	-3.3	-1	1	0	1	-13
CN1CCc2nc3ccc(F)cc3c(C(N)=O)c2C1	1	1	/	-15	0.8	-5	2	-3	-2	/
O=C(O)c1ccc(Cl)nc1	7	-18	5	-44	-0.1	-2	-3	3	-2	-4
Cc1cc2c(s1)NC(=O)CN=C2c1cccs1	-9	23	-8	-2	1.3	-15	2	5	1	-3
O=[N+]([O-])NC1=NCCN1Cc1ccc(Cl)nc1	1	26	-5	0	-1.0	-11	/	-3	1	-1
Cc1nn(Cc2ccccc2)c(C)c1C(=O)OCC(=O)NCc1ccco1	0	8	-8	-9	1.1	-15	0	-2	-8	/
Oc1c(Br)cc(Br)cc1CN1CCN(Cc2ccccc2)CC1	6	5	/	37	1.0	0	-3	-3	-4	/
O=C(c1ccc(Cl)cc1)C1CCCN(Cc2ccon2)C1 (stereo not given)	-2	12	-2	-18	-2.1	13	0	-2	0	0
COC(=O)CC1=C(C(=O)OC)C2(C(=O)Nc3c(C)cccc32)C(C#N)=C(N)O1 (stereo not given)	7	-19	-19	-11	-0.1	-11	0	6	-6	17
N=c1c[n+](CC23CC4CC(CC(C4)C2)C3)[n-]o1	4	-4	-11	-17	1.4	19	3	0	1	/
Cc1ccc2c(c1)c(=O)c1c3n2CCN(CC#N)C3CC1 (stereo not given)	1	-2	3	-16	-2.0	-6	2	2	-9	-1

Screens: PubChem BioAssay, several laboratories

Not all compounds are listed (hit frequency here may not be typical).
